Compound activity (PubChem)
HDAC3 inh: inhibitors of human histone deacetylase 3. recombinant HDAC3, fluorogenic peptide/trypsin coupled, fluorescence. 0.15% of 320,000 active. AID 2718. O15379. inhibition, % at 8.3 µM; in the data active means inhibition above about 26%, passing the limit was not always enough
SKKanGAS inh: inhibitors of SKKanGAS S. pyogenes growth in kanamycin (SK-promoter or general growth effect). AID 1662. 1.3% of 300,000 active. inhibition, % at 7.5 µM. BacTiter-Glo, 6 h;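 active means mean replicate score, as percent of positive control median, at least 50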;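 further: strain carries kanamycin resistance gene driven by streptokinase promoter and grows in 40 µg/ml kanamycin; loss of luminescence reflects streptokinase promoter inhibition or plain growth inhibition; 0% = median of DMSO wells and 100% = positive control at its reference dose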
KCNK9 inh: human KCNK9 channel inhibition. 1.2% of 310,000 active. Q9NPC2. B-score at 10 µM. HEK293 KCNK9, FluxOR thallium flux fluorescence; hits give low values;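 active means ratio B-score over 3 SD below the library mean, with starting fluorescence within 5 SD of its mean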;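 further: negative B-score means less thallium flux so channel inhibition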
RGS4 act: potentiators or activators of RGS4 | HEK293 M3R/inducible RGS4, carbachol calcium flux Fluo4; hits give low values | B-score at 10 µM | 0.92% of 310,000 active | AID 463111;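 active means B-score of the integrated calcium signal more than 4 SD below the library mean, with starting fluorescence not abnormally high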;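 further: negative B-score means reduced calcium response which marks RGS4 activation or potentiation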
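test system = M3R-expressing HEK293 line, RGS4 induced by doxycycline | probe or stimulus = carbachol at ECmax as muscarinic agonist stimulus | timing = dye loading 30 min 37 °C, buffer rest 30 min RT | signal = calcium dye Fluo4 fluorescence | evaluation = B score from integrated fluorescence ratio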
TMEM16A act: activates or potentiates the mouse TMEM16A chloride channel. HEK293 TMEM16A/YFP-H148Q/I152L, iodide quench fluorescence; hits give low values. B-score at 10 µM. 0.3% of 340,000 active. Q8BHY3;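 active means fluorescence-ratio B-score plate-corrected deviation score at least 3 library SD below zero, with starting fluorescence score within 5 deviations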;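 further: channel opened by trigger with iodide after compound preincubation; score built on the fluorescence ratio of max minus min over baseline; more negative score means more quench and so TMEM16A activation or potentiation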
ANO1 block: mouse TMEM16A channel inhibition, primary screen | Q8BHY3 | HEK293 TMEM16A/YFP iodide influx fluorescence, ionomycin | normalized B-score (activity score, 25-100; higher = stronger inhibition) at 10 µM | 1.2% of 310,000 active;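 active means ratio plate-corrected score three or more library SD toward inhibition, starting fluorescence score within five deviations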;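 further: score derived from kinetic fluorescence span divided by baseline fluorescence per well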
KCNQ1 act: human KCNQ1 channel potentiation or activation | P51787 | CHO-K1 KCNQ1, thallium flux FluxOR fluorescence; hits give high values | B-score at 10 µM | 0.35% of 310,000 active | AID 2648;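 active means fluorescence ratio B-score, a plate-corrected score, at least three library SD, with initial intensity B-score within 5 SD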
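Material: CHO-K1 cells stably expressing KCNQ1. Medium: assay buffer for compound exposure, DMSO matched across wells. Reagent: K+/Tl+ depolarizing stimulus. Compound dosing: single-concentration screen. Times: 37 °C overnight plating, 90-min dark dye load, 20-min compound pretreatment. Technique: FluxOR Tl+ flux fluorescence.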
RGS4 inh: human RGS4 inhibition; 0.45% of 310,000 active; P49798; HEK293 M3R/RGS4 inducible, Fluo-4 calcium flux; hits give high values; triggered by carbachol at its EC20; B-score at 10 µM;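 active means B-score, a plate-corrected calcium signal, over three deviations above library mean, with baseline fluorescence within five deviations of library mean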;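 further: RGS4 expression induced by doxycycline in cells with stable M3 receptor; B-score is computed from the integrated fluorescence ratio over baseline after carbachol; higher B-score means a larger calcium signal and so more RGS4 inhibition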
KCNK3 block: human KCNK3 channel inhibition, primary screen | O14649 | CHO-KCNK3 thallium flux, FluxOR fluorescence; hits give low values | B-score at 10 µM | 0.84% of 340,000 active | AID 602410;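 active means B-score under library mean minus 4 SD, starting fluorescence ratio at most library mean plus 5 SD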;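 further: more negative B-score means stronger inhibition of thallium flux through KCNK3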
KCNQ1 inh: blocks the human KCNQ1 potassium channel. 1.3% of 310,000 active. B-score at 10 µM. CHO-K1 KCNQ1, FluxOR thallium flux fluorescence; hits give high values. AID 2642. P51787;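 active means compounds whose thallium flux B-score, printed positive for inhibition, exceeds three library SD while starting fluorescence stays within three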;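 further: channel opened by potassium depolarization with thallium stimulus after 20 min compound exposure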
hERG protect: hERG (human) protection from proarrhythmic block; activation (rescue from dofetilide block), less the hit threshold, % at 10 µM; Q12809; AID 1511; CHO-hERG, FluxOR thallium flux, dofetilide IC70 present; 0.51% of 310,000 active;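 active means activation above the mean of controls blocked by dofetilide plus 5 SD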;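 further: thallium influx through hERG after potassium depolarization seen as dye fluorescence rise; in these data hits start at about 4.7%; inactives centre near -7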
Target sequence (Q12809 whole entry, looked up): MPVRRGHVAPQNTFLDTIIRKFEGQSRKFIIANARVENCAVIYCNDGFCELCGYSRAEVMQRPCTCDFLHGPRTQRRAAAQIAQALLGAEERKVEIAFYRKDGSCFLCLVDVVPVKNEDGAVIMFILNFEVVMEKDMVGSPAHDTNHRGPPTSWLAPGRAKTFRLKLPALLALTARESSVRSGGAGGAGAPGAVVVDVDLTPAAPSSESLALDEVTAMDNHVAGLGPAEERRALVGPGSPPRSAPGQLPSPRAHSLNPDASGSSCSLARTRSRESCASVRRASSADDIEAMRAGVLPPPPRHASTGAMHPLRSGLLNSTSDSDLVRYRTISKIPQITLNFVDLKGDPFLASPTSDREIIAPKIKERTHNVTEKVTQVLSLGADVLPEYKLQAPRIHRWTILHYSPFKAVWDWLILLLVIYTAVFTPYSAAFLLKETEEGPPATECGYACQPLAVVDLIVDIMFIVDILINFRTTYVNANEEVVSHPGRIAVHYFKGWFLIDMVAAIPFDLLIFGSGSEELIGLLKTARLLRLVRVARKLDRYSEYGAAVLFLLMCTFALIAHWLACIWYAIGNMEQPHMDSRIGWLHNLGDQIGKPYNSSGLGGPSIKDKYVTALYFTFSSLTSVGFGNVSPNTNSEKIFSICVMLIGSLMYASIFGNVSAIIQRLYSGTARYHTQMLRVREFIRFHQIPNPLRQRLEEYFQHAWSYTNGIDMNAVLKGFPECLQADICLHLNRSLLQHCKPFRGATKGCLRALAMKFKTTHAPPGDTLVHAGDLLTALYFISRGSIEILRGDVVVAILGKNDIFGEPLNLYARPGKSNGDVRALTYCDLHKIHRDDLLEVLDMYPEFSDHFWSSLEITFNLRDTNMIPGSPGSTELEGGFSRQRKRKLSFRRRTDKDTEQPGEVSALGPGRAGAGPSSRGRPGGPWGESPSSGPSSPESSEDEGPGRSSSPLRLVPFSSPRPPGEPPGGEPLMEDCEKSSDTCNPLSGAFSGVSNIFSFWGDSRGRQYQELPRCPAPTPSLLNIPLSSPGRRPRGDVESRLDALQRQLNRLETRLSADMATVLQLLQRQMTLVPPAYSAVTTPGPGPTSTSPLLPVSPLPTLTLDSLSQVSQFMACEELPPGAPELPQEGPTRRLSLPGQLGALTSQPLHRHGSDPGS
Numbers without * were called inactive.

Screening CCn1c(SCc2cccc(C)c2)nnc1-c1ccc(C)cc1 returned HDAC3 inh 1, SKKanGAS inh 3, KCNK9 inh inactive, RGS4 act inactive, TMEM16A act inactive, ANO1 block inactive, KCNQ1 act inactive, RGS4 inh inactive, KCNK3 block inactive, KCNQ1 inh inactive and hERG protect -22.
`COC(=O)Nc1ccc(S(=O)(=O)N(CCO)CCO)cc1` gave HDAC3 inh -1, SKKanGAS inh 0, KCNK9 inh inactive, RGS4 act inactive, TMEM16A act inactive, ANO1 block inactive, KCNQ1 act inactive, RGS4 inh inactive, KCNK3 block inactive, KCNQ1 inh inactive and hERG protect -9.
`N#Cc1ccsc1NC(=O)COC(=O)c1ccc2ccccc2c1` gave HDAC3 inh 5, SKKanGAS inh -9, KCNK9 inh inactive, RGS4 act inactive, TMEM16A act inactive, ANO1 block inactive, KCNQ1 act inactive, RGS4 inh inactive, KCNK3 block inactive, KCNQ1 inh inactive and hERG protect -8.
Screening CC(=O)c1ccc(Sc2nnc(C)s2)c([N+](=O)[O-])c1 returned SKKanGAS inh -2, KCNK9 inh inactive, RGS4 act inactive, TMEM16A act inactive, ANO1 block inactive, KCNQ1 act inactive, RGS4 inh inactive, KCNK3 block inactive, KCNQ1 inh inactive and hERG protect -9.
For COc1ccccc1NC(=O)C/C(N)=N/O the results were HDAC3 inh 3, SKKanGAS inh -2, KCNK9 inh inactive, RGS4 act inactive, TMEM16A act inactive, ANO1 block inactive, KCNQ1 act inactive, RGS4 inh inactive, KCNK3 block inactive, KCNQ1 inh inactive and hERG protect -5.
For O=[N+]([O-])/C(C(Cl)=C(Cl)Cl)=C(/NC1CC1)Sc1ccccc1 the results were HDAC3 inh 5, SKKanGAS inh 0, KCNK9 inh inactive, RGS4 act inactive, TMEM16A act inactive, ANO1 block inactive, KCNQ1 act inactive, RGS4 inh inactive, KCNK3 block inactive, KCNQ1 inh inactive and hERG protect -12.
`COC(=O)c1cccc(NCN2C(=O)c3ccccc3C2=O)c1` gave HDAC3 inh -1, SKKanGAS inh -4, KCNK9 inh inactive, RGS4 act inactive, TMEM16A act inactive, ANO1 block inactive, KCNQ1 act inactive, RGS4 inh inactive, KCNK3 block inactive, KCNQ1 inh inactive and hERG protect -13.
For CCCCOc1ccc(-c2cc(C(F)(F)F)c(C#N)c(SCC(=O)O)n2)cc1 the results were HDAC3 inh -10, SKKanGAS inh -8, KCNK9 inh inactive, RGS4 act inactive, TMEM16A act inactive, ANO1 block inactive, KCNQ1 act inactive, RGS4 inh inactive, KCNK3 block inactive, KCNQ1 inh inactive and hERG protect -22.
For O=C(Nc1ccccc1F)C1CCCN(S(=O)(=O)c2ccc(-n3cnnn3)cc2)C1 (configuration not stated) the results were HDAC3 inh -1, SKKanGAS inh -6, KCNK9 inh inactive, RGS4 act inactive, TMEM16A act inactive, ANO1 block inactive, KCNQ1 act inactive, RGS4 inh inactive, KCNK3 block inactive, KCNQ1 inh inactive and hERG protect -7.
`COC(=O)c1ccccc1NC(=O)Nc1nnc(N2CCC(C)CC2)s1` gave HDAC3 inh -4, SKKanGAS inh -4, KCNK9 inh inactive, RGS4 act inactive, TMEM16A act inactive, ANO1 block inactive, KCNQ1 act inactive, RGS4 inh inactive, KCNK3 block inactive, KCNQ1 inh inactive and hERG protect -5.
Screening O=C(/C=C/c1ccc(S(=O)(=O)N2CCOCC2)cc1)NCc1ccc(Cl)cc1 returned HDAC3 inh 0, SKKanGAS inh 8, KCNK9 inh inactive, RGS4 act inactive, TMEM16A act inactive, ANO1 block inactive, KCNQ1 act inactive, RGS4 inh inactive, KCNK3 block inactive, KCNQ1 inh inactive and hERG protect -10.
Screening O=C(Nc1nc(-c2ccccc2)cs1)C1c2ccccc2Oc2ccccc21 returned HDAC3 inh 2, SKKanGAS inh -5, KCNK9 inh -7.2*, RGS4 act inactive, TMEM16A act inactive, ANO1 block inactive, KCNQ1 act inactive, RGS4 inh inactive, KCNK3 block -8.8*, KCNQ1 inh inactive and hERG protect -14.
Screening O=C(CCCC(=O)N(CC(=O)NC1CCCCC1)Cc1ccccc1)Nc1ccccn1 returned HDAC3 inh -8, SKKanGAS inh -3, KCNK9 inh inactive, RGS4 act inactive, TMEM16A act inactive, ANO1 block inactive, KCNQ1 act inactive, RGS4 inh inactive, KCNK3 block inactive, KCNQ1 inh inactive and hERG protect -1.
`Cc1ccc(C(=O)Nc2nnc(-c3ccco3)o2)cc1` gave HDAC3 inh -1, SKKanGAS inh 13, KCNK9 inh inactive, RGS4 act inactive, TMEM16A act inactive, ANO1 block inactive, KCNQ1 act inactive, RGS4 inh inactive, KCNK3 block inactive, KCNQ1 inh inactive and hERG protect -6.
CC(=O)Nc1ccc(/C(C)=N/Nc2nc(Nc3cccc4ccccc34)nc(N3CCOCC3)n2)cc1 was read as SKKanGAS inh 21, KCNK9 inh inactive, RGS4 act inactive, TMEM16A act inactive, ANO1 block inactive, KCNQ1 act inactive, RGS4 inh inactive, KCNK3 block inactive, KCNQ1 inh inactive and hERG protect -8.
For Oc1ccc(-c2nc3ccc4ccccc4c3c3c2CCC3)cc1O the results were HDAC3 inh 1, SKKanGAS inh 13, KCNK9 inh inactive, RGS4 act inactive, TMEM16A act inactive, ANO1 block inactive, KCNQ1 act inactive, RGS4 inh inactive, KCNK3 block inactive, KCNQ1 inh inactive and hERG protect -10.
O=C(O)Cn1cnc2c(oc3ccccc32)c1=O was read as HDAC3 inh 1, SKKanGAS inh -2, KCNK9 inh inactive, RGS4 act inactive, TMEM16A act inactive, ANO1 block inactive, KCNQ1 act inactive, RGS4 inh inactive, KCNK3 block inactive, KCNQ1 inh inactive and hERG protect -6.
For CC(C)(C)OC(=O)N1Cc2cc3ccccc3nc2C1CO (configuration not stated) the results were SKKanGAS inh -1, KCNK9 inh inactive, RGS4 act inactive, TMEM16A act inactive, ANO1 block inactive, KCNQ1 act inactive, RGS4 inh inactive, KCNK3 block inactive, KCNQ1 inh inactive and hERG protect -9.
For CCCCSc1nnc(-c2ccc(C)cc2)n1C the results were HDAC3 inh 1, SKKanGAS inh -6, KCNK9 inh inactive, RGS4 act inactive, TMEM16A act inactive, ANO1 block inactive, KCNQ1 act inactive, RGS4 inh inactive, KCNK3 block inactive, KCNQ1 inh inactive and hERG protect -15.
Cc1ccc(O)c(C=Nc2cc(C)ccc2O)c1 was read as SKKanGAS inh -3, KCNK9 inh inactive, RGS4 act inactive, TMEM16A act inactive, ANO1 block inactive, KCNQ1 act inactive, RGS4 inh inactive, KCNK3 block inactive, KCNQ1 inh inactive and hERG protect -4.
CCOC(=O)CC1CCCCN1Cc1nc(-c2ccc(F)c(OC)c2)oc1C (configuration not stated) was read as HDAC3 inh -7, SKKanGAS inh -6, KCNK9 inh inactive, RGS4 act inactive, TMEM16A act inactive, ANO1 block inactive, KCNQ1 act inactive, RGS4 inh inactive, KCNK3 block inactive, KCNQ1 inh inactive and hERG protect -12.
For COc1cccc(C(=O)NC(C)C(c2cccs2)N2CCN(C)CC2)c1 (configuration not stated) the results were SKKanGAS inh 5, KCNK9 inh inactive, RGS4 act inactive, TMEM16A act inactive, ANO1 block inactive, KCNQ1 act inactive, RGS4 inh inactive, KCNK3 block inactive, KCNQ1 inh inactive and hERG protect -11.
`CCN1CCN(C2=C(NS(=O)(=O)c3ccccc3)C(=O)c3ccccc3C2=O)CC1` gave HDAC3 inh 8, SKKanGAS inh 3, KCNK9 inh inactive, RGS4 act inactive, TMEM16A act inactive, ANO1 block inactive, KCNQ1 act inactive, RGS4 inh inactive, KCNK3 block inactive, KCNQ1 inh inactive and hERG protect -22.
`O=C(Cc1c(Cl)cccc1Cl)OCc1ccccn1` gave HDAC3 inh -2, SKKanGAS inh -1, KCNK9 inh inactive, RGS4 act inactive, TMEM16A act inactive, ANO1 block inactive, KCNQ1 act inactive, RGS4 inh inactive, KCNK3 block inactive, KCNQ1 inh inactive and hERG protect -4.
Screening CCN(CC)c1ccc(NC(=O)C2CCCN(S(=O)(=O)c3cnc[nH]3)C2)c(C)c1 (configuration not stated) returned HDAC3 inh 10, SKKanGAS inh -1, KCNK9 inh inactive, RGS4 act inactive, TMEM16A act inactive, ANO1 block inactive, KCNQ1 act inactive, RGS4 inh inactive, KCNK3 block inactive, KCNQ1 inh inactive and hERG protect -1.
COCC(=O)NC1CC2CCCC(C1)N2Cc1ccccc1 (configuration not stated) was read as HDAC3 inh 1, SKKanGAS inh -9, KCNK9 inh inactive, RGS4 act inactive, TMEM16A act inactive, ANO1 block inactive, KCNQ1 act inactive, RGS4 inh inactive, KCNK3 block inactive, KCNQ1 inh inactive and hERG protect -5.
COC(=O)c1cc(C(=O)OCC(=O)N(C)c2ccccc2)cc([N+](=O)[O-])c1 was read as HDAC3 inh 0, SKKanGAS inh 14, KCNK9 inh inactive, RGS4 act inactive, TMEM16A act inactive, ANO1 block inactive, KCNQ1 act inactive, RGS4 inh inactive, KCNK3 block inactive, KCNQ1 inh inactive and hERG protect -8.
`CC(=O)SCC(=O)N=c1sc2cc(F)ccc2n1C` gave HDAC3 inh -1, SKKanGAS inh -3, KCNK9 inh inactive, RGS4 act inactive, TMEM16A act inactive, ANO1 block inactive, KCNQ1 act inactive, RGS4 inh inactive, KCNK3 block inactive, KCNQ1 inh inactive and hERG protect -1.
Screening CCc1cc2c(NCCO)ncnc2s1 returned HDAC3 inh -2, SKKanGAS inh 11, KCNK9 inh inactive, RGS4 act inactive, TMEM16A act inactive, ANO1 block inactive, KCNQ1 act inactive, RGS4 inh inactive, KCNK3 block inactive, KCNQ1 inh inactive and hERG protect -2.
For C=CCc1cc(OC)ccc1OCCN(C)Cc1ccccc1 the results were HDAC3 inh 3, SKKanGAS inh 7, KCNK9 inh inactive, RGS4 act inactive, TMEM16A act inactive, ANO1 block inactive, KCNQ1 act inactive, RGS4 inh inactive, KCNK3 block inactive, KCNQ1 inh inactive and hERG protect -11.
Screening O=C(O)Cn1ccc2ccccc21 returned HDAC3 inh 2, SKKanGAS inh 7, KCNK9 inh inactive, RGS4 act inactive, TMEM16A act inactive, ANO1 block inactive, KCNQ1 act inactive, RGS4 inh inactive, KCNK3 block inactive, KCNQ1 inh inactive and hERG protect -2.
